# HTT ATP protect = Huntington cell model cytoprotection by ATP luminescence; PC12 HTT-Q103 induced, cytoprotection, ATP luminescence, 40 h; actives 0.14% (n = 230,000); Potency, µM (highest dose often 56.4 µM), without a hit: cytoprotection (ATP increase), hits mostly activators; AID 1471;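 further: % of control where 0% means no effect; nearly all actives have a fitted effect of over 45% in size; toxic huntingtin expression switched on by the ecdysone agonist tebufenozide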
#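 Huntington model: PC12 line, ecdysone-inducible HTTQ103 exon1–GFP, tebufenozide 100 nM. Test articles in a dose series. Endpoint luminescence from cellular ATP.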
# RGS12 GoLoco inh = inhibitors of human Gai1-RGS12 GoLoco interaction (red fluorophore). AID 880. Gai1:RGS12 GoLoco peptide FP, rhodamine, 10 min. Potency, µM (doses to about 61.6 µM), without a hit: top-dose activity, negative = inhibition, usual class: inhibitors. actives 0.44% (n = 230,000); active means well fitted inhibition curve with a large enough effect, not every such curve was filed as active; inactive means no such curve, though single readings can be large or run the other way; further: on the % scale 0 is the no-effect control and ±100 the full control effect; nearly all actives have a fitted effect of over 30% in size; many of its hits are not listed in these tables
# Target sequence (P63096 whole entry, looked up): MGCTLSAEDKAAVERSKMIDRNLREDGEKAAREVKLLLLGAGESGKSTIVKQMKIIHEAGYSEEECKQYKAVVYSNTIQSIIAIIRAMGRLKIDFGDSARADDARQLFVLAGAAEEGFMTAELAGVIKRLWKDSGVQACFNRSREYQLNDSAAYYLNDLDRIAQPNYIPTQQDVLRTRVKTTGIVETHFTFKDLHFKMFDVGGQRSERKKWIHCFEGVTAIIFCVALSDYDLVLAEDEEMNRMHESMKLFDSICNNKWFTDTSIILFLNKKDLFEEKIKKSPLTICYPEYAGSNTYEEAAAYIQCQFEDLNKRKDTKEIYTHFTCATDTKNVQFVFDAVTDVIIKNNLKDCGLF
# IMPase Li inh = membrane-permeable IMPase blocker, potentiated with lithium; Potency, µM (series often up to 59.4 µM), for the others: top-dose activity, negative = IMPase inhibition, hits mostly inhibitors; actives 0.35% (n = 210,000); CHO-M1 cells, IP1 TR-FRET (IP-One), carbachol + lithium;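 further: IP1 builds up when IMPase is blocked and the TR-FRET signal falls; plate controls were basal vehicle for no effect and high inhibitor control for full effect; nearly all actives have a fitted effect of over 50% in size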
#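 CHO cells stably expressing M1 receptor (2000/well, cultured 16–30 h) treated 30 min at 37C with compound plus low lithium. Cytosolic IP1 by TR-FRET (665/620 ratio and 620 channel) after 10 min lysis; AC50 by Hill fit.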
# GAA glycogen mod = GAA glycogen-cleavage inhibition or activation; P10253; recombinant GAA, glycogen substrate, Amplex Red glucose oxidase fluorescence; Potency, µM (highest dose often 76.4 µM), for the others: at the highest dose activity change, negative = inhibition, hits mostly inhibitors; actives 0.38% (n = 300,000);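 further: 0% = full enzyme reaction and -100% = no-enzyme basal signal; the screen sought inhibitors and activators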
#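 Recombinant human enzyme (4 nM); glycogen substrate; 37 C, 40 min, pH 5.0. Readout: coupled glucose oxidase/Amplex Red fluorescence.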
# HTT aggregate = reduces HttQ103-GFP aggregates in PC12 cells. actives 1.1% (n = 220,000). PC12 HttQ103-GFP aggregates, Acumen cytometry, 40 h. Potency, µM (titrated, usually from 46.1 µM), for the others: at the highest dose activity change, negative = inhibition, most hits filed as inhibitors. AID 1688; further: on the % scale 0 is the no-effect control and ±100 the full control effect; nearly all actives have a fitted effect of over 60% in size
#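 Using laser scanning cytometry, GFP-positive aggregates were counted after lysis of PC12 cells induced with 100 nM tebufenozide to express HTT exon 1 Q103–GFP. Compounds were tested in titration.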
# GAA inhib = blocks human lysosomal alpha-glucosidase | P10253 | Potency, µM (series often up to 76.9 µM), for inactives: at the highest dose activity change, negative = inhibition, usual class: inhibitors | purified human GAA, 4-MU-alpha-glucoside fluorescence | actives 0.005% (n = 200,000);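 further: plate controls were uninhibited enzyme wells for no effect and no-enzyme background for full effect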
#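 Endpoint fluorogenic read: 20 min room-temperature reaction of 4 nM human alpha-glucosidase with 400 uM 4-methylumbelliferyl-alpha-D-pyranoside, pH 5.0, quenched with 1M NaOH/1M glycine pH 10. AC50 from Hill modeling.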
# aGlu spleen mod = lysosomal alpha-glucosidase (human) modulation; AID 2112; Potency, µM (series often up to 79.9 µM), for the others: at the top dose activity change, negative = inhibition, hits mostly inhibitors; human spleen homogenate, 4-MU-alpha-glucoside fluorescence; actives 0.006% (n = 240,000);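 further: 0% = enzyme with vehicle and -100% = no enzyme basal signal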
#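 Human spleen homogenate (1 ug) with 4-methylumbelliferyl-alpha-D-glucopyranoside (1 mM final) in 50 mM citrate/phosphate pH 5.0, 0.01% Tween-20; 40 min at 37 C. Stopped at pH 10; 4-MU fluorescence Ex 365/Em 440 nm; AC50 by Hill fit.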
# An asterisk follows results filed as active; i = inactive; ? = inconclusive; · = no result given; & = joins results of further samples; [ ] = dose if it differs, or a comment. Unless noted, the call rests on the fitted dose curve; in most records, active means well fitted curve in the direction sought with a large enough effect; inconclusive means small, poorly fitted or top-dose-only effect, or another doubt; inactive means no such curve, though single readings can be large; an effect the other way counts as inactive or inconclusive. Potency means the concentration at half of the fitted maximal effect. These rows are one share of the data (hit frequency here may not be typical).
# The line under a structure holds: HTT ATP protect	RGS12 GoLoco inh	IMPase Li inh	GAA glycogen mod	HTT aggregate	GAA inhib	aGlu spleen mod
COc1ccc(C(CC(=O)N2CCC3(CC2)OCCO3)NS(=O)(=O)c2ccc(F)cc2)cc1 (stereo unspecified)
 : -17%	-2%	8%[38.3 µM]	-13%	14%	-4%	3%
C/C=C1/CN2C3CC1C(CO)(C(=O)OC)C2Cc1c3n(C)c2ccccc12 (stereo unspecified)
 : 13%[10 µM]	-1%	·	-13%	-11%[9.22 µM]	·	-2%
O=C(Oc1ccc(S(=O)(=O)F)cc1F)c1ccccc1Cl
 : -9%[10 µM]	6%[14.2 µM]	-5%	·	·	·	·
CC(=O)O/C(=C1/C[C@H]2[C@@H]3CC=C4C[C@@H](OC(C)=O)CC[C@]4(C)[C@@H]3CC[C@]2(C)C1=O)C(F)(F)F
 : 11%[10 µM]	1%[14.2 µM]	21%	·	·	·	·
COc1ccccc1OCC#CCN1CCOCC1
 : -24%	-1%	-7%	13%	17%	-3%	-2%
CCCn1c(C)c(C(=O)c2ccc3ccccc3c2)c2ccccc21
 : -8%[1.9 µM]	8%	20%	·	·	·	-2%
Clc1cccc(C2NCc3ccccc3-n3cccc32)c1 (stereo unspecified)
 : 31%[10 µM]	-22%	·	11%	3%[9.22 µM]	·	2%
OCC(O)Cc1ccc2c(c1)OCO2 (stereo unspecified)
 : -28%	-2%	12%	·	·	·	9%
O=C(O)CCCC[C@@H]1SC[C@H]2NC(=O)N[C@@H]12
 : 9%[1.9 µM]	5%	4%	·	·	·	-3%
O=[N+]([O-])O[C@H]1CO[C@H]2[C@H]1OC[C@@H]2O[N+](=O)[O-]
 : -8%[40.3 µM]	-2%[21.6 µM]	1%	·	·	·	3%[29.1 µM]
NC(CO)Cc1ccccc1 (stereo unspecified)
 : -41%[inhibitor]	-5%	12%	·	·	·	9%
CC(C)n1c(O)c(C=NCc2cccnc2)c(=O)[nH]c1=S
 : 19%[10 µM]	1%	·	5%	-5%[9.22 µM]	4%[15.4 µM]	-11%
C=C(C)[C@H]1[C@H]2OC(=O)[C@@H]1[C@]1(O)C[C@H]3O[C@]34C(=O)O[C@H]2[C@@]14C
 : -7%[40.3 µM]	1%[21.6 µM]	3%	·	·	·	2%[29.1 µM]
CC(C)c1cccc(C(C)C)c1O
 : -70%[inhibitor]	13%	9%&23%&3%&8%&11%&-7%	·	-23%	·	3%
COc1ccc(CCn2c(O)c(/C=N/N3CCOCC3)c(=O)[nH]c2=O)cc1OC
 : -8%[10 µM]	2%	·	-8%	-17%[9.22 µM]	·	3%
CCC(C)NS(=O)(=O)c1ccc(OCC(=O)N2CCN(CC)CC2)cc1 (stereo unspecified)
 : 1%[10 µM]	9%	20%	-4%	4%	6%	4%
Oc1cc(Cl)ccc1Oc1ccc(Cl)cc1Cl
 : 7.1µM*	7%	2%	·	·	·	-2%
COP(=O)(OC)C(NC(=O)c1ccc(C)cc1)C(Cl)(Cl)Cl (stereo unspecified)
 : 10%[10 µM]	-3%	0%	0%	16%[9.22 µM]	0%	-6%
CN(C(=O)CN1CC=C(c2ccccc2)CC1)c1c(N)n(Cc2ccccc2)c(=O)[nH]c1=O
 : 31%	23%	9%	?	12%[9.22 µM]	2%	-2%
CNC(=S)N1CC2CC(C1)c1cccc(=O)n1C2 (stereo unspecified)
 : -1%	4%	-2%	6%	-8%	-6%	3%
c1ccc2cc(CC3=NCCN3)ccc2c1
 : 8%[10 µM]	5%&5%	60%[activator][38.3 µM]	3%	19%&3%	2%	0%&-10%
COc1ccc(C)cc1NC(=O)N1CCC2(CC1)OCCO2
 : -2%	3%	·	8%	-7%	0%	-6%
COC1=CC(=O)OC(CCc2ccc3c(c2)OCO3)C1 (stereo unspecified)
 : 22%	-6%	16%	·	·	·	6%
CNC(C)C(O)c1ccccc1 (stereo unspecified)
 : -10%	-1%	13%	·	·	·	-12%
COc1cc2cc(c1Cl)N(C)C(=O)C[C@H](OC(=O)C(C)C)[C@]1(C)O[C@@H]1[C@@H](C)[C@H]1C[C@](O)(NC(=O)O1)[C@@H](OC)/C=C\C=C(\C)C2
 : -90%[inhibitor][10 µM]	7%[14.2 µM]	8%	·	·	·	·
C(#CCN1CCOCC1)COCc1ccccc1
 : -13%[10 µM]	13%	-8%[38.3 µM]	-1%	0%	-5%	-3%
Oc1c(Br)cc(Br)cc1CN1CCN(Cc2ccccc2)CC1
 : 3%	8%	36%[activator][38.3 µM]	-11%	-8%	-4%	-8%
CC(=O)Nc1ccccc1C(=O)OCC(=O)c1ccccc1Cl
 : ·	7%	2%	0%	0%	-9%	-13%
CN(C)c1ccc(C=C(C#N)C#N)cc1
 : 15%[1.9 µM]	-4%	1%	9%	15%	-3%	-11%
COc1ccc(C(=O)Nc2ccccc2C(=O)NC(C(=O)NCc2ccco2)C(C)C)cc1 (stereo unspecified)
 : -27%[10 µM]	0%	?	4%	-3%	0%	-11%

# Later entries.
smiles	HTT ATP protect	RGS12 GoLoco inh	IMPase Li inh	GAA glycogen mod	HTT aggregate	GAA inhib	aGlu spleen mod
O=c1cccc2n1C[C@H]1C[C@@H]2CN2CCCC[C@@H]12	2%[10 µM]	9%	·	0%	-9%[9.22 µM]	6%[15.4 µM]	3%
O=C(CN1CCOCC1)NCC(=O)Nc1ccc(Br)cc1C(=O)c1ccccc1	3%	10%	31%[38.3 µM]	-4%	9%	-1%	-2%
CCOC(=O)c1c(C)c(P(=S)(N2CCOCC2)N2CCOCC2)n(C)c1C	-15%	-8%	-6%[38.3 µM]	-1%	12%	-2%	-2%
CCN1C(=O)NC(=O)/C(=C/c2cc(C)n(-c3sc(C)c(C)c3C#N)c2C)C1=O	-16%[10 µM]	75%[activator]	6%	1%	4%	?	0%
COC(=O)[C@]12OC[C@]34C([C@@H](O)[C@@H]1O)[C@]1(C)CC(=O)C(O)=C(C)[C@@H]1C[C@H]3OC(=O)[C@H](O)[C@@H]24 (stereo partly specified)	-17%[10 µM]	0%	·	-16%	-2%[9.22 µM]	·	2%
Cn1c(=O)c2nncnc2n(C)c1=O	·	-4%	-3%	-15%	4%	-3%	-2%
CC(CN)CC(=O)O (stereo unspecified)	-30%	1%	5%	·	·	·	5%
CCn1c(O)c(/C=N/NC(=O)c2ccncc2)c(=O)[nH]c1=S	-22%[10 µM]	204%[activator]	-9%	-1%	-17%	4%	0%
CC=C(C)C(=O)O[C@H]1C(C)=C2[C@@H]3OC(=O)[C@@](C)(O)[C@@]3(O)[C@@H](OC(=O)CCC)C[C@](C)(OC(C)=O)[C@@H]2[C@@H]1OC(=O)CCCCCCC	-194%[inhibitor]	7%	-1%	·	·	·	7%
Cn1cccc1CNCCc1ccccc1	-3%	8%	-9%[38.3 µM]	10%	8%	-6%	-6%

# Fetched by compound from the entries so far, two records:
smiles	HTT ATP protect	RGS12 GoLoco inh	IMPase Li inh	GAA glycogen mod	HTT aggregate	GAA inhib	aGlu spleen mod
CN(C(=O)CN1CC=C(c2ccccc2)CC1)c1c(N)n(Cc2ccccc2)c(=O)[nH]c1=O	31%	23%	9%	?	12%[9.22 µM]	2%	-2%
Oc1c(Br)cc(Br)cc1CN1CCN(Cc2ccccc2)CC1	3%	8%	36%[activator][38.3 µM]	-11%	-8%	-4%	-8%

# Going on with the list:
smiles	HTT ATP protect	RGS12 GoLoco inh	IMPase Li inh	GAA glycogen mod	HTT aggregate	GAA inhib	aGlu spleen mod
C(CCOCC1CO1)COCC1CO1 (stereo unspecified)	-28%	10%	4%	·	·	·	2%
O=S(=O)(c1ccc(Cl)cc1)c1ccc(Cl)cc1	?	0%&3%	19%&7%	·	·	·	2%&1%
ClC1=CCC2CN(CCN3CCCCC3)CC2C1 (stereo unspecified)	-14%	1%	20%[38.3 µM]	7%	1%	0%	-4%
O=C(O)C(Cl)Br (stereo unspecified)	18%	-31%	12%	·	·	·	6%
CCOP(=S)(OCC)SCCSCC	-11%	i	20%	·	·	·	2%
CCN(CC)c1ccc([N+](=O)[O-])c2cccnc12	-37%[inhibitor]	9%	21%	6%	-20%	-14%	·
C(=N\NC1=NCCCCC1)/c1c[nH]c2ccccc12	9%[10 µM]	-14%	·	2%	-7%[9.22 µM]	·	3%
CCOc1ccc(-n2c(O)c(C=NCCCn3ccnc3)c(=O)[nH]c2=O)cc1	-2%	-9%	22%[38.3 µM]	2%	-3%	-3%	-8%
Nc1ccc(S(=O)(=O)N2CCCCC2c2cccnc2)cc1 (stereo unspecified)	-1%	4%	-5%[38.3 µM]	9%	3%	-9%	10%
NC(=O)c1cn(C2OC(CO)C(O)C2O)c2ncnc(N)c12 (stereo unspecified)	·	-1%	9%	1%	7%	3%[15.4 µM]	2%
CN(C)c1ccc(/C=C2\CCCN=C2c2cccnc2)cc1	24%	63%[activator]	17%	·	·	·	-1%
COc1cc(OC2CCN(C(C)=O)CC2)ccc1C(=O)N1CCC(N2C(=O)OCc3ccccc32)CC1	28%	-3%	3%	·	·	·	-2%
C=CCn1c(O)c(C(CC)=Nc2ccc(C(=O)O)cc2)c(=O)[nH]c1=O	6%[10 µM]	-3%	·	3%	12%[9.22 µM]	·	-6%
CCc1ccc(CNCCc2ccc(F)cc2)cc1	·	1%	3%	-3%	-14%	-6%	1%
O=c1[nH]c(=S)[nH]c(O)c1N=Nc1ccc(SC(F)F)cc1	-18%[10 µM]	16%	·	-3%	-16%[9.22 µM]	-13%	1%
COc1ccc(C(CN(C)C)C2(O)CCCCC2)cc1 (stereo unspecified)	28%	-14%	-3%	·	-5%	·	4%
COc1ccc(NCC(=O)N2CCCC2)cc1Cl	1%	-1%	-6%	?	-2%	3%	5%
Oc1ccc(Cl)c(Cl)c1Cl	8%	44%[activator]	9%	·	·	·	3%
CN[C@@H](Cc1c[nH]c2ccccc12)C(=O)O	-2%[1.9 µM]	-1%	1%	·	·	·	-7%

# By substructure: the entries above containing bromine.
smiles	HTT ATP protect	RGS12 GoLoco inh	IMPase Li inh	GAA glycogen mod	HTT aggregate	GAA inhib	aGlu spleen mod
Oc1c(Br)cc(Br)cc1CN1CCN(Cc2ccccc2)CC1	3%	8%	36%[activator][38.3 µM]	-11%	-8%	-4%	-8%
O=C(CN1CCOCC1)NCC(=O)Nc1ccc(Br)cc1C(=O)c1ccccc1	3%	10%	31%[38.3 µM]	-4%	9%	-1%	-2%
O=C(O)C(Cl)Br (stereo unspecified)	18%	-31%	12%	·	·	·	6%

# Assay outcomes (PubChem BioAssay)
